JMJD2E inh: qHTS Assay for Inhibitors of Human Jumonji Domain Containing 2E (JMJD2E); JMJD2E catalytic domain, FDH-coupled NADH fluorescence (FDH is formaldehyde dehydrogenase); AID 2147, 2009; Lysine-specific demethylase 4E (Homo sapiens), B2RXH2; 1.6% of 230,000 active; Potency, µM (titrated, usually from 57.1 µM), for inactives: top-dose activity change, negative = inhibition, most hits filed as inhibitors; active means well fitted inhibition curve with a large enough effect, not every such curve was filed as active; inconclusive means small, poorly fitted or top-dose-only effect, or another doubt; inactive means no such curve, though single readings can be large or run the other way;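 further: 0% = wells with enzyme and -100% = buffer wells without enzyme; nearly all actives have a fitted effect of over 50% in size; many of its hits are not listed in these tables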
Target sequence (B2RXH2 1-337 limits assumed): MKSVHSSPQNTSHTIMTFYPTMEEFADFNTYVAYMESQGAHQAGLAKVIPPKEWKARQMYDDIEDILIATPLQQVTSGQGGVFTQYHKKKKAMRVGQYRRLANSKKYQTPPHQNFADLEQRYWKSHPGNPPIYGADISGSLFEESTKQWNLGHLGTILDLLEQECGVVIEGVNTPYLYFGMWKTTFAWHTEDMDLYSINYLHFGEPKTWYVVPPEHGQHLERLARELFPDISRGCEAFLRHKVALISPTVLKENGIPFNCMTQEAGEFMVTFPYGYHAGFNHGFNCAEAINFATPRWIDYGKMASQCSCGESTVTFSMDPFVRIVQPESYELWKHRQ
LMNA splice mod: qHTS Assay for Modulators of Lamin A Splicing; HeLa LMNA splicing GFP/RFP minigene ratio, 48 h; 0.01% of 200,000 active; AID 1487, 2009; Potency, µM (highest dose often 46.1 µM), for the others: at the highest dose ratio change, negative = inhibition, most hits filed as inhibitors; active means well fitted inhibition curve with a large enough effect in the signal ratio, with a control signal flat, not every such curve was filed as active; inconclusive means small, poorly fitted or top-dose-only effect, or effect the other way, or a change in a side signal; the % refers to the signal ratio; further: on the % scale 0 is the no-effect control and ±100 the full control effect
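Read-out is the ratio of GFP to DsRed2 object intensity, acquired by 488 nm laser-scanning cytometry on HeLa lamin A-EGFP minigene reporter cells. Compound incubation 48 hrs at 37 °C in Opti-MEM with 2% FBS; DMSO 0.5% final.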
SMN2 splice up: qHTS Assay for Enhancers of SMN2 Splice Variant Expression; HEK293 SMN2-luciferase splicing reporter, luminescence, 30-36 h; Potency, µM (highest dose often 46.1 µM), without a hit: at the top dose activity change, positive = activation, most hits filed as activators; 2.8% of 210,000 active; AID 1458, 2008; further: % of control where 0% means no effect; nearly all actives have a fitted effect of over 55% in size
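HEK293 cells carry an SMN2 […]–luciferase reporter in which exon 7 inclusion puts luciferase in frame. Cells were plated 10-12 h before compound addition, then incubated 30-36 h at 37C. ONE-Glo luminescence was read; sodium butyrate at 4.5 mM final served as control.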
Luc counter: Counterscreen for Luciferase (Kinase-Glo TM) Inhibition; Luciferin 4-monooxygenase (Photuris pensylvanica), Q27757; Kinase-Glo luciferase, ATP luminescence, 8 min; Potency, µM (highest dose often 38.3 µM), without a hit: top-dose activity change, negative = inhibition, most hits filed as inhibitors; 0.28% of 200,000 active; AID 1379, 2008; further: on the % scale 0 is the no-effect control and ±100 the full control effect; nearly all actives have a fitted effect of over 60% in size
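Kinase-Glo luciferase light output from ATP and luciferin was measured with 10 uM ATP, within the enzyme's linear range. Buffer: 50 mM imidazole pH 7.2, 50 mM KCl, 7 mM MgCl2, 0.01% Tween 20, 0.05% BSA; luminescence read after 8 min at ambient temperature.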
RECQ1 helicase: qHTS Assay for Inhibitors of RecQ-Like Dna Helicase 1 (RECQ1); Potency, µM (top dose mostly 57.3 µM), for the others: at the top dose activity, negative = inhibition, actives largely listed as inhibitors; AID 2549, 2010; 0.54% of 240,000 active; RECQ1 DNA unwinding, red fluorescence kinetic read; ATP-dependent DNA helicase Q1 (Homo sapiens), P46063;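 further: plate controls were vehicle for no effect and no enzyme for full effect; nearly all actives have a fitted effect of over 30% in size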
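50 nM RECQ1T1 preincubated 15 min with compound in Tris pH 8.0 buffer with MgCl2, DTT, Tween-20 and 2.5 ug/ml poly(dI-dC); started with 200 nM TAMRA/BHQ-2 forked duplex and 2 mM ATP. Unwinding read as fluorescence (525/598 nm), two reads 2 h apart.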
L3MBTL1 block: qHTS Assay for the Inhibitors of L3MBTL1; Lethal(3)malignant brain tumor-like protein 1 (Homo sapiens), Q9Y468; AlphaScreen L3MBTL1–H3K9me1 peptide binding; AID 485360, 2010; Potency, µM (titrated, usually from 57.1 µM), without a hit: at the top dose activity, negative = inhibition, most hits filed as inhibitors; 0.66% of 230,000 active; further: on the % scale 0 is the no-effect control and ±100 the full control effect; nearly all actives have a fitted effect of over 60% in size
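L3MBTL1 50 nM + b-AHA-H3(1-15)K9me1 75 nM, 30 min RT; compound added, 30 min RT; streptavidin donor/Ni-chelate acceptor beads 10 ug/mL each final, 30 min RT dark; AlphaScreen read.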
ALDH1A1 block: qHTS Assay for Inhibitors of Aldehyde Dehydrogenase 1 (ALDH1A1); 7.3% of 220,000 active; Aldehyde dehydrogenase 1A1 (Homo sapiens), P00352; Potency, µM (titrated, usually from 75.3 µM), without a hit: top-dose activity, negative = inhibition, most hits filed as inhibitors; Purified ALDH1A1, NADH fluorescence, propionaldehyde substrate; AID 1030, 2008; active means well fitted inhibition curve with a large enough effect, not every such curve was filed as active; inconclusive means small, poorly fitted or top-dose-only effect, or another doubt; inactive means no such curve, though single readings can be large or run the other way;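 further: plate controls were no enzyme wells and a reference inhibitor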
Target sequence (P00352 whole entry, looked up): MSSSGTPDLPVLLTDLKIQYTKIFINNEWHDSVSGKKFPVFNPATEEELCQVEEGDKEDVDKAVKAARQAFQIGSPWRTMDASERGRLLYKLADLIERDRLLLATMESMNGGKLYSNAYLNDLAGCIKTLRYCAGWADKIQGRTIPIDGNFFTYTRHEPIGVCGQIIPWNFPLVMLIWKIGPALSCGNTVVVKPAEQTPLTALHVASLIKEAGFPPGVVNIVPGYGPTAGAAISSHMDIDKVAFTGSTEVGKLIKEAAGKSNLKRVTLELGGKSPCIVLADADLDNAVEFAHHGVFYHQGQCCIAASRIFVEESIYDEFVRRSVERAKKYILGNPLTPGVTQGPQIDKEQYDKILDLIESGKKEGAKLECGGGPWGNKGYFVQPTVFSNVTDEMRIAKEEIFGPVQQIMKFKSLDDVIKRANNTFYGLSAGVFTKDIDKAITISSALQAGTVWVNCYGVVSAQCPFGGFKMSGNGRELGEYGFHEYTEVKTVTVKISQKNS
Tau fibril ThT: qHTS for Inhibitors of Tau Fibril Formation, Thioflavin T Binding | recombinant tau K18 P301L, heparin-induced fibrillization, ThT fluorescence | Potency, µM (top dose mostly 57.4 µM), without a hit: at the top dose activity, negative = inhibition, hits mostly inhibitors | AID 1460, 2008 | Microtubule-associated protein tau (Homo sapiens), P10636 | 2.1% of 270,000 active; further: on the % scale 0 is the no-effect control and ±100 the full control effect; nearly all actives have a fitted effect of over 55% in size
Target sequence (P10636 561-689 P618L limits assumed): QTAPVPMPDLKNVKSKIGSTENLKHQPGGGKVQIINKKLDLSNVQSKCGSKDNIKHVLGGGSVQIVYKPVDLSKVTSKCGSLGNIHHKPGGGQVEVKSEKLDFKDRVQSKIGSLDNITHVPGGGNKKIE
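Using a mix of unlabeled (15 uM) and Alexa 594-labeled (0.24 uM) tau K18 P301L, heparin-triggered fibrillization over 6 hr at 37 C was scored by ThT fluorescence.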
* hit, by the source's call; i = inactive; ? = inconclusive; . = not tested or not shown; & = joins results of further samples; [ ] = dose if it differs, or a comment. Unless noted, the call rests on the fitted dose curve; in most records, active means well fitted curve in the direction sought with a large enough effect; inconclusive means small, poorly fitted or top-dose-only effect, or another doubt; inactive means no such curve, though single readings can be large; an effect the other way counts as inactive or inconclusive. Potency means the concentration at half of the fitted maximal effect.

Every second line gives: JMJD2E inh, LMNA splice mod, SMN2 splice up, Luc counter, RECQ1 helicase, L3MBTL1 block, ALDH1A1 block, Tau fibril ThT
- CC1CN(S(=O)(=O)c2ccc(C(=O)NCCCn3ccnc3)cc2)CC(C)O1 (configuration not stated)
→ -3.4%, ?, -49.8%[inhibitor], -0.7%, -0.4%, ., ?, 0.0%
- COc1cc(OC)cc(C(=O)Nc2ccc(S(=O)(=O)N(C)C)cc2)c1
→ -3.7%, 6.4%, -16.1%, -2.0%, -2.3%, -2.8%, ?, -3.5%
- Cc1c(NC(=O)C(C)OC(=O)c2cc(Cl)nc(Cl)c2)c(=O)n(-c2ccccc2)n1C (configuration not stated)
→ -4.5%, -7.5%, 8.9%, -1.4%, -7.1%, 9.2%, 9.6%, 5.3%
- Cc1csc(NC(=O)c2nc3nccc(C)n3n2)n1
→ -7.8%, 8.7%, 14.2%, -5.4%, 8.5%, 7.8%, -3.3%, 1.5%
- O=C(Nc1ccc(N2CCN(c3ccccc3)CC2)c(F)c1)C1CC1
→ 6.0%, ., 2.3%, -1.0%, i, 12.0%, 1.9%, ?
- OCCC1CN(Cc2cccn2-c2ccccn2)CCN1Cc1ccccc1 (configuration not stated)
→ 2.7%, 4.0%[46 µM], ., -4.9%, 4.0%, -4.1%, 1.2%, -10.7%
- CC1CCCN(c2nc3ccsc3c(=O)s2)C1 (configuration not stated)
→ ?, 6.9%, 22.4µM*, -2.0%, -12.0%, 87.8%[activator], ?, -0.9%
- CC1CCCN(C(=O)COC(=O)c2n[nH]c3ccccc23)C1 (configuration not stated)
→ ?, 8.8%, 25.5%, -2.8%, -2.7%, 1.1%, ?, -1.1%
- C=CCN1C(=O)C(Cc2ccc(OCC)cc2)S/C1=N\N=C\c1cccs1 (configuration not stated)
→ 0.5%, -22.6%, -3.6%, 8.4%, -6.3%, ., 4.47µM*, -19.0%
- Cc1cc(C)c(C)c(S(=O)(=O)Nc2ccccc2C(=O)O)c1C
→ ?, ., 13.4%, -1.6%&-1.4%, i, 10.4%, ?, -0.9%
- CCOC(=O)c1ccccc1NC(=O)c1ccccc1SC
→ -1.2%, ?, 4.3%, -1.1%, -5.6%, 15.1%, 14.1µM*, -8.9%
- O=C(CSc1nnc(COc2ccc(Br)cc2)o1)N1CCOCC1
→ -24.6%, ?, ., 0.3%, 24.1%, 13.8%, -3.2%, 0.9%
- CCOC(=O)c1ccc2c(c1)N(CC#N)C(=O)C(C)(C)O2
→ -13.9%, -0.7%[46 µM], ., 3.5%, ?, -13.4%, ?, 5.7%
- Cn1c(=O)c2cc(S(=O)(=O)N3CCN(c4cccc(C(F)(F)F)c4)CC3)ccc2n(C)c1=O
→ -1.3%, 13.7%, -7.4%, 1.9%, -9.9%, ., 16.2%, -0.5%
- COc1ccccc1NC(=O)N(c1c(N)n(Cc2ccccc2)c(=O)[nH]c1=O)C1CCCC1
→ 0.5%, -7.6%, -10.9%, 11.2%, -9.9%, 7.5%, 14.6%, -1.1%
- COc1ncnc(OC)c1NC(=O)c1ccc(F)cc1
→ -1.1%, 17.0%, 5.9%, -2.0%, i, 8.1%, 8.9%, -4.1%
- O=C(/C=C/c1ccc(OCc2c(F)cccc2Cl)cc1)N1CCOCC1
→ 7.7%, ., ?, 0.3%, i, -19.1%, -4.1%, 1.6%
- C/C(CCc1ccc2c(c1)OCO2)=N\NC(=S)NC(C)C
→ -7.0%, ?, -9.9%, -2.4%, 2.7%, -19.4%, 1.5%, -2.4%
- CCC(C)C(NC(=O)C1CCC(C)CC1)C(=O)Nc1ccc(OC)cc1OC (configuration not stated)
→ 15.4%, ., -6.0%, -1.4%, i, ., 5.0%, -7.2%
- CC(C)(Oc1ccc(Cl)cc1)C(=O)OCC(=O)Nc1ncc(Cl)cc1Cl
→ 12.9%, 6.5%[0.0737 µM], -0.4%, 0.3%, -0.9%, 7.1%, 0.8%, -11.9%
- CSc1ccc(/C=N/NC(=O)c2cccs2)cc1
→ ?, ., ., ., 7.0%, -2.9%, ., -11.4%
- COC(=O)c1ccccc1N/C=C/C(=O)c1ccc(Br)cc1
→ ?, -18.8%, 11.2µM*, -5.6%, -12.2%, 8.6%, ?, 0.5%
- C[C@H](N)C(=O)O
→ 6.3%, ., ., 2.4%, -1.1%, ., 2.1%, -9.8%
- COc1ccc(CC(=O)Nc2c3c(nn2C(C)(C)C)CS(=O)C3)cc1 (configuration not stated)
→ -1.3%, -1.6%, -8.2%, -3.7%, -12.6%, ., ?, -6.8%
- O=C(NCc1ccc2c(c1)OCO2)c1ccc(NS(=O)(=O)c2ccc3c(c2)OCCO3)cc1
→ -9.2%, ?, -20.3%, -0.4%, -2.3%, -1.5%, -13.0%, -3.1%
- O=C(CCSCc1ccccc1F)N1CCN(c2ccccn2)CC1
→ ?, -4.4%, ?, 0.3%, -5.0%, ., ?, -15.7%
- CCOC(=O)c1cc(C)nc(Sc2ccc(C)cc2)c1C#N
→ -2.1%, ., ., ., i, 59.3%[activator], ., -10.7%
- O=C(O)CCC(=O)Nc1cccc2cccnc12
→ -24.1%, 18.8%[46 µM], ., -3.0%, 6.1%, -3.6%, 6.0%, -9.0%
- CC(C)NC(=O)NC(=O)COC(=O)c1ccc(NC(=O)CC#N)cc1
→ 5.5%, -7.3%, -4.5%, 1.0%, -4.6%, ., 6.3%, 0.2%
- CCC(C)NC(=O)C1CCN(C(=O)c2ccccc2)CC1 (configuration not stated)
→ 4.3%, 12.4%, 5.8%, -6.6%, i, -2.3%, ?, -7.8%
- Cc1ccc(S(=O)(=O)N2CCC(C(=O)NCc3cccnc3)CC2)cc1
→ 0.5%, 11.4%, 20.7%, -3.5%, i, -3.3%, -11.1%, 1.5%
- O=C(Nc1ccn(Cc2c(F)c(F)c(F)c(F)c2F)n1)c1ccc(COc2ccccc2Cl)cc1
→ 12.0%, 27.1%, -24.9%, -2.2%, i, ., 7.3%, -0.1%
- Cc1cccc(C)c1OCC(=O)Nc1ccccc1C(F)(F)F
→ 9.7%, -7.1%[46 µM], 12.9%, 0.4%, i, 20.9%, -4.9%, -4.4%
- O=C(/C=C/c1ccc(Cl)cc1)NCc1ccncc1
→ -1.8%, -10.1%, -32.6%[inhibitor], 0.6%, 3.3%, 1.2%, 10.4%, -10.3%
- CC(C)(C)n1nnnc1C(c1cccnc1)N(Cc1ccccc1)Cc1ccco1 (configuration not stated)
→ 4.8%, 22.3%, -8.1%, -7.4%, -0.2%, -3.9%, -1.7%, -22.2%
- CCOC(=O)c1[nH]c2ccc(OC)cc2c1NC(=O)CCN1CCSCC1
→ ?, ?, 2.7%, 2.8%, -4.6%, 4.1%, ?, 11.1%
- Cc1ccc(NC(=O)CCn2cnc3ccccc3c2=O)cc1
→ -1.9%, ?, -17.1%, -0.4%, i, -2.2%, 5.8%, -2.8%
- CCn1c(=O)c(C(=O)Nn2c(C)nc3ccccc3c2=O)c(O)c2ccccc21
→ ?, ?, -18.7%, 2.2%, -6.2%, -2.8%, 12.9%, -10.2%
- O=C(NCCN1C(=O)S/C(=C\c2ccccc2)C1=O)C1CCN(S(=O)(=O)c2cccs2)CC1
→ ?, 0.8%, 2.5%, 3.5%, i, -15.8%, ?, -15.3%
- C=CCc1cccc(/C=N/NC(=O)C(=O)Nc2ccc(C)cc2)c1O
→ -1.3%, 0.3%[46 µM], 10.9%, -3.4%, i, 0.0%, 1.8%, 0.6%
- COc1cccc(N(C(=O)CCl)C(C(=O)NCCc2ccccc2)c2cccs2)c1 (configuration not stated)
→ -1.3%, ?, -15.5%[1.84 µM], -2.8%, -1.8%, 9.5%, -9.2%, -14.4%
- COC(=O)c1ccc(N=c2sc(C(=O)OC)cc(=O)n2C)cc1
→ 2.2%, ., ., ., i, 9.1%, -4.4%, -9.5%
- O=S(=O)(NCCOc1cccc2cccnc12)c1ccc(F)cc1
→ -16.8%, -3.2%, 7.9%, 4.2%, i, ., -9.3%, -6.8%
- Cn1nccc1C(=O)Oc1cccc(/C=N/NC(=O)c2ccccc2O)c1
→ -10.4%, ., ., ., i, ., 11.9%, -16.9%
- Cc1ccc(NC(=O)NCC2CCN(Cc3cccc(Cl)c3)CC2)c(Cl)c1
→ 5.5%, ., -8.4%, -1.0%, -1.2%, ., 1.4%, -4.5%
- CCCc1c(C)nc2c(Br)cccc2c1Cl
→ 3.6%, -13.9%, 12.2%, 1.3%, -4.8%, 26.5%, 20.6%, -13.4%
- COc1ccc(-c2cn3c(C)c(C(=O)Nc4ccncc4)sc3n2)cc1
→ ?, -10.2%, -23.5%, -1.1%, -2.3%, ., ?, ?
- COc1cc(C2CC(=O)c3cnc(N4CCN(Cc5ccccc5)CC4)nc3C2)cc(OC)c1OC (configuration not stated)
→ -11.0%, -23.3%, -127.1%[inhibitor], 5.0%, 6.7%, -0.1%, ?, -18.8%
- COc1ccc(NC(=O)c2cc(-c3cccc(OC)c3)on2)cc1
→ ?, 1.0%[9.22 µM], -37.7%, -0.9%, 1.2%, ., ?, ?
- Cc1ccc2[nH]c(=O)c(CN(CC3CCCO3)S(=O)(=O)c3c(C)ccc4nsnc34)cc2c1 (configuration not stated)
→ 0.8%, -1.1%, 9.9%, -0.1%, -5.1%, -2.0%, ?, -8.9%
- COC(=O)c1ccc(CN2CCCCC2)cc1
→ 3.2%, ., ., ., i, 7.2%, ., -5.3%

Assay outcomes deposited in PubChem by National Center for Advancing Translational Sciences (NCATS).

Only part of the results is shown. The share of hits here may be higher or lower than overall.
